Screening data (PubChem BioAssay)
GalR3 antagonist = antagonists of human GalR3. HEK293 GalR3-CNG cAMP membrane potential fluorescence; galR3 body fused to GalR1 C-terminus. inhibition, % at 3 µM. actives 0.44% (n = 360,000);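 active means inhibition above the screen-wide average plus 3 SD, cut at about 13% in these data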;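 further: forskolin and galanin both at EC90 stimulate the cells; cAMP rise reported by CNG channel membrane potential dye signal; 0% = forskolin plus galanin with DMSO and 100% = forskolin alone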
Target sequence (O60755 1-299 limits assumed): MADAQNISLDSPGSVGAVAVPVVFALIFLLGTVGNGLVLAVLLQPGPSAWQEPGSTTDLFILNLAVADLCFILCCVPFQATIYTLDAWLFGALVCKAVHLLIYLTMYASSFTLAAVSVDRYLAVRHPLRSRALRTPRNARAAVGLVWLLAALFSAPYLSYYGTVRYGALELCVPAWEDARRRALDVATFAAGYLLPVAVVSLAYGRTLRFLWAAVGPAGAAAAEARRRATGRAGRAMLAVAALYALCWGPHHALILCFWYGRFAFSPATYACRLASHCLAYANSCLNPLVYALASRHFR
MEKK2 WT-MEK5 = raises or lowers MEK5 binding to wildtype human MEKK2 PB1 domain; bead flow cytometry, Alexa488-MEK5 binding to MEKK2 WT; actives lie on both sides; binding response (% of control), % at 10 µM; Q9Y2U5; actives 1.1% (n = 290,000); in the data active means binding response below about 67% or above about 130%
NALP1 inh = NALP1 inhibition | S. cerevisiae NALP1/ASC/caspase-1 growth, X-gal OD620, 72 h | inhibition, % at 10 µM | actives 0.61% (n = 280,000); in the data active means inhibition mostly above about 24%, no sharp cut-off; inactive means mostly below about 32%; further: some compounds called inactive have numbers as strong as hits
GPR7 antagonist = antagonists of human GPR7 (neuropeptides B/W receptor 1); P48145; GPR7-expressing cells, fluorescence antagonist assay; inhibition, % at 4.4 µM; actives 1.1% (n = 290,000); AID 1861; in the data active means inhibition above about 16%, passing the limit was not always enough;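 further: cells stimulated with the agonist NPW; 0% = agonist with vehicle and 100% = vehicle without agonist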
MEKK3 PB1 HTS = MEKK3-MEK5 PB1 interaction, increase or decrease. AID 1529. bead-based flow cytometry, Alexa488-MEK5 binding to MEKK3; actives lie on both sides; 0 = blocked by unlabeled MEK5, 100 = vehicle. Q99759. actives 1.4% (n = 290,000). binding response (% of control), % at 10 µM;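 active means binding response more than 3 SD above or below the average of its plate-row segment, actives on both sides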;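 further: Alexa488 bead fluorescence after subtracting the streptavidin-only scavenger bead signal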
V1R ag counter = activates human V1a receptor in oxytocin agonist counter-screen | AID 2797 | actives 0.25% (n = 320,000) | P37288 | CHO-V1R cells, Fluo-8 calcium fluorescence, agonist mode; 0% DMSO, 100% 3 nM vasopressin | activation, % at 3 µM;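 active means activation above the mean activation of all tested compounds plus 3 SD, per screening run, cut at about 20% in these data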;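 further: signal is peak over basal fluorescence ratio across a 100 second FLIPR read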
MEKK2 mut-MEK5 = signal of MEK5 binding to mutant human MEKK2 PB1 domain | bead flow cytometry, Alexa488-MEK5 binding to MEKK2 mutant | percent response, % at 10 µM | actives 0.35% (n = 290,000); in the data active means percent response above about 24%, passing the limit was not always enough; further: inactives centre near 1; some results filed as inactive read as strong as hits; reference of the scale not given here
OXTR agonist = agonists of human oxytocin receptor. P30559. CHO-OTR cells, Fluo-8 calcium fluorescence; normalized: DMSO 0%, oxytocin 100%. activation, % at 3 µM. actives 0.32% (n = 320,000). AID 2435;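 active means activation above the mean of all tested compounds plus 3 SD, cutoff set per screening run, cut at about 20% in these data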;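 further: peak over basal fluorescence ratio from a 100 s FLIPR kinetic read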
Target sequence (P30559 whole entry, looked up): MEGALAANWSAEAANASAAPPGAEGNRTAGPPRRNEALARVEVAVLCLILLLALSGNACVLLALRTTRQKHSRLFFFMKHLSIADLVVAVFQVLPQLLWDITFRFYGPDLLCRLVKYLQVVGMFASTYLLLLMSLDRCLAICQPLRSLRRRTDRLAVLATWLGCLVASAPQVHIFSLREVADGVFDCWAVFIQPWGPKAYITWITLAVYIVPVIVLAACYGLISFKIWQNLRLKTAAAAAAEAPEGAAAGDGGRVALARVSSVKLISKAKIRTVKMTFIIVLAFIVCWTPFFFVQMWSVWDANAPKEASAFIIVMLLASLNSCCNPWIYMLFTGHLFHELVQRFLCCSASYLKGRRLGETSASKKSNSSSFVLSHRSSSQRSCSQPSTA
PHOSPHO1 inh = inhibitors of human PHOSPHO1 phosphatase. Q8TCT1. recombinant PHOSPHO1, absorbance phosphatase assay. inhibition, % at 13.3 µM. actives 1.1% (n = 290,000). AID 1565; in the data active means inhibition above about 60%
Target sequence (Q8TCT1 whole entry, looked up): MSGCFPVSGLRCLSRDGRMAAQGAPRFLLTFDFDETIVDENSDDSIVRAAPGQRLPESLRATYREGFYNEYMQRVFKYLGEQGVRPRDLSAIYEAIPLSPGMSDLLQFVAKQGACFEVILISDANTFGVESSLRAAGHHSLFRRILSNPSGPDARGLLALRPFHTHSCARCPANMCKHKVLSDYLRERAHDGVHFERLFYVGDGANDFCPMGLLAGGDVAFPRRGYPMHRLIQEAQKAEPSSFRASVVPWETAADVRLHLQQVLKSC
* = called active by the depositor; . = no result given; [ ] = remark or other dose.

SMILES	GalR3 antagonist	MEKK2 WT-MEK5	NALP1 inh	GPR7 antagonist	MEKK3 PB1 HTS	V1R ag counter	MEKK2 mut-MEK5	OXTR agonist	PHOSPHO1 inh
COC(=O)c1ccc(NC(=O)C2CC(=O)OC2c2ccccc2)cc1 (configuration not stated)	-4	96	.	-7	93	2.5	-5	0.3	46
CCCCSc1n[nH]c(N)n1	-4	96	23	-9	109	-0.5	-1	-0.5	2
Nc1nonc1C(=O)NCCNC(=O)c1cccc(Cl)c1	-7	94	-2	2	99	1.4	-4	1.3	6
CC(=O)Nc1ccc(S(=O)(=O)N2CCN(S(=O)(=O)N3CCCCC3)CC2)cc1	1	96	-3	-15	102	0.9	2	0.7	-34
CC(=O)Oc1ccc(-c2nc3c(C)cccc3c(=O)o2)cc1	-8	106	-4	-19	103	0.1	5	-0.6	34
Cc1cc(OC(C)C(=O)NNC(=O)Nc2ccc(F)cc2F)cc(C)c1Cl (configuration not stated)	0	98	21	-7	101	0.7	0	-0.4	-28
COc1ccc(CN2C(=NC(=O)c3ccccc3)SC3CS(=O)(=O)CC32)cc1OC (configuration not stated)	-3	101	6	3	102	8.5	1	7.6	-33
O=C(COC(=O)c1cccnc1Cl)c1ccc(OC(F)F)cc1	-4	99	4	-1	101	0.2	-1	-1.0	4
CCC1C(=O)CC(c2ccccc2)NC1c1ccccc1 (configuration not stated)	-7	96	7	-3	98	-1.3	-3	-1.7	24
COc1ccc(OCCCC(=O)OC(C)C(=O)Nc2ccc(NC(C)=O)cc2)cc1 (configuration not stated)	2	109	1	-10	103	0.2	9	1.8	35
COc1ccc(-c2nnc(SCc3c(C)noc3C)n2N)cc1OC	-6	98	18	-6	99	-0.3	0	0.0	-61
NC(=O)COC(=O)/C=C/c1ccc(S(=O)(=O)N2CCCCCC2)cc1	-1	96	3	-8	101	-0.4	-3	0.5	-2
N/C(=N\N=C\c1ccc(O)cc1)c1nonc1N	-4	101	13	-8	109	2.0	2	3.4	5
Cc1cc(OCC(=O)NCCCN2CCOCC2)c2c(C)c(C)c(=O)oc2c1	1	107	14	-19	105	0.8	5	0.3	17
O=C(NCCN1CCc2ccccc2C1)C1CCN(S(=O)(=O)N2CCCCC2)CC1	-3	106	16	20*	103	0.1	5	0.3	-2
COc1ccccc1/C=C\C=N\NC(=O)CCn1nnc2ccccc21	-3	97	13	-1	110	0.0	-1	-0.3	-9
O=C(Nc1ccc2c(c1)OCCO2)C1CCN(c2ncccn2)CC1	-7	99	2	1	105	1.8	0	0.7	0
Cn1c(C2=C(O)CN(c3ccc4c(c3)OCCO4)C2=N)nc2ccccc21	3	94	7	7	98	0.5	1	-0.3	7
COc1ccc(C2NC(=S)N(c3ccccc3)C(C)=C2C(=O)Nc2ccccc2)cc1 (configuration not stated)	-6	97	21	-10	99	0.4	2	-1.2	0
O=C(C(Cc1ccccc1)n1cccc1)N1CCN(c2cccc(Cl)c2)CC1 (configuration not stated)	.	101	-12	5	100	0.7	-2	-1.0	6
Cc1ccc2oc(=O)c3cnn(CC(=O)NCCCOC(C)C)c3c2c1	.	102	20	-3	97	-0.9	1	-0.6	9
O=C(NCCCCCCNC(=O)C1CCCC1)C1CCCC1	-2	93	9	-3	116	1.1	3	0.1	-4
O=c1c2ccccc2nc2n1CCC2O (configuration not stated)	12	96	-3	-10	95	0.2	1	1.4	32
Nc1sc(-c2ccccc2)n[n+]1Cc1cccc2cccnc12	-5	108	.	15	100	7.1	3	8.2	25
Cc1occc1-c1nnc(SCc2nnc(-c3ccc(Cl)cc3)o2)n1C	-2	100	.	7	106	-0.3	10	-1.2	.
Next compounds follow.
SMILES	GalR3 antagonist	MEKK2 WT-MEK5	NALP1 inh	GPR7 antagonist	MEKK3 PB1 HTS	V1R ag counter	MEKK2 mut-MEK5	OXTR agonist	PHOSPHO1 inh
CCOc1ccc2nc(NC(=O)C3CCCN(S(=O)(=O)c4cccc5nonc45)C3)sc2c1 (configuration not stated)	-1	87	-1	-9	91	0.4	-7	3.8	-3
CCOC(=O)CNC(=O)Cn1cnc2ccc(S(=O)(=O)N3CCC(C)CC3)cc2c1=O	-5	111	-5	-6	106	-1.0	6	-0.4	14
Cc1cc2cc(CNC(=O)CCC(=O)O)ccc2[nH]1	-3	96	6	-2	101	1.1	-3	0.9	15
CCN(CC)S(=O)(=O)c1ccc2c(c1)oc(=O)n2CC(=O)N(C)C1CCCCC1	-8	104	6	6	106	0.3	8	0.7	7
COc1cccc(-n2c(C)n[nH]c2=O)c1	-7	3.0*[inhibitor]	-4	-17	3.0*[inhibitor]	-0.2	-14	3.0	-12
C/C=C/C(=O)OCC(=O)Nc1ccc(F)cc1Cl	2	105	4	0	99	0.5	4	-0.3	-23
Cc1oc(-c2cccs2)nc1CS(=O)CC(=O)NCCCN1CC(C)CC(C)C1 (configuration not stated)	.	114	-2	4	107	-0.2	11	-1.1	-1
Cc1coc2c1c(C)cc1oc(=O)c(CC(=O)NCC(=O)N[C@H](C(=O)O)C(C)C)c(C)c12	-8	104	10	4	105	1.9	3	0.3	24
Clc1cc(Cl)c2nc(N3CCCC3)sc2c1	5	107	.	-11	107	-0.9	1	-2.0	.
O=C(COc1ccc2c(c1)CCC2)N1CCc2ccccc21	-4	98	14	-1	104	0.0	0	-1.9	-7
CS(=O)(=O)N(CC(=O)NCC1CCCO1)c1cccc([N+](=O)[O-])c1 (configuration not stated)	-6	90	-6	3	95	-0.6	-2	1.1	44
Cc1ccc(-c2nn(-c3ccccc3)cc2C2CC(c3ccccc3)=NN2C(=O)CCC(=O)O)cc1 (configuration not stated)	-5	91	10	-9	93	0.5	-2	2.7	16
CC(C)(C)C(=O)NC(=S)Nc1sc2c(c1C(N)=O)CCC2	-1	92	-30	2	88	1.3	-3	3.9	17
Cc1ccc(CN2CN(S(=O)(=O)c3cccs3)c3nc4ccccc4nc32)cc1	-4	.	12	-3	.	-1.0	.	-1.5	39
COc1ccccc1C(=O)Nc1ccc2c(C)cc(=O)oc2c1	-6	103	31	42*	104	0.5	1	-0.6	9
CCOC(=O)N1CCC(Nc2c(NCCCN3CCN(CC)CC3)c(=O)c2=O)CC1	-5	88	8	-6	91	-0.2	-6	0.0	-11
CCc1ccc(S(=O)(=O)N2CCCC(N3CCN(c4ccc(OC)cc4)CC3)C2)cc1 (configuration not stated)	1	108	8	-2	104	1.9	9	-1.1	43
CN(C)C(=O)c1c(NC(=O)c2ccccc2)sc2c1CCC2	-10	110	-1	-9	105	0.5	5	0.3	29
Cc1cc(=O)oc2cc(O)c(N=Nc3ccccc3)cc12	4	97	9	-10	99	-1.1	-10	-1.2	-14
O=C(CCc1ccc(S(=O)(=O)N2CCOCC2)cc1)NCCCN1CCCC1=O	-5	99	17	-8	101	-0.7	4	-0.7	-51
CS(=O)(=O)N(Cc1ccc(C(=O)NN=C2CCCC2)cc1)c1ccccc1	-3	102	12	3	97	-0.3	-1	-0.8	-20
CC(C)c1cc(=O)[nH]c(N2CCN(Cc3ccc4c(c3)OCO4)CC2)n1	-3	97	-14	-12	98	1.2	3	-0.1	34
CCOC(=O)N1CCN(C/C(C)=C/c2ccccc2)CC1	-6	103	-3	-3	104	-0.2	1	-1.4	-10
C=C(CC1([C@@H](NP(=O)(c2ccccc2)c2ccccc2)[C@H]2C[C@@H]2CCCC)CC1)c1ccccc1	-1	103	27	-12	105	1.9	-1	0.0	-16
O=C(CP(=O)(c1ccccc1)c1ccccc1)Nc1nc2ccccc2s1	-6	91	6	-9	94	1.1	-24	-0.8	28

By substructure, those above with fluorine (3)
SMILES	GalR3 antagonist	MEKK2 WT-MEK5	NALP1 inh	GPR7 antagonist	MEKK3 PB1 HTS	V1R ag counter	MEKK2 mut-MEK5	OXTR agonist	PHOSPHO1 inh
Cc1cc(OC(C)C(=O)NNC(=O)Nc2ccc(F)cc2F)cc(C)c1Cl (configuration not stated)	0	98	21	-7	101	0.7	0	-0.4	-28
O=C(COC(=O)c1cccnc1Cl)c1ccc(OC(F)F)cc1	-4	99	4	-1	101	0.2	-1	-1.0	4
C/C=C/C(=O)OCC(=O)Nc1ccc(F)cc1Cl	2	105	4	0	99	0.5	4	-0.3	-23

(further entries)
SMILES	GalR3 antagonist	MEKK2 WT-MEK5	NALP1 inh	GPR7 antagonist	MEKK3 PB1 HTS	V1R ag counter	MEKK2 mut-MEK5	OXTR agonist	PHOSPHO1 inh
CC(C)CCNC(=O)CN(C(=O)CCC(=O)Nc1ccccn1)c1ccc(F)c(Cl)c1	-9	97	14	-8	104	0.2	1	1.0	20
OCC(Cc1ccccc1)NCc1ccccc1C(F)(F)F (configuration not stated)	-6	102	23	-2	104	4.2	-2	-2.4	4
O=C(CSc1nnc(C2CC2)n1-c1ccccc1)Nc1ccc(N2CCOCC2)cc1	-7	101	-30	10	100	0.3	7	0.5	24
O=C(Oc1ccc(C(=S)N2CCOCC2)cc1)c1ccccc1[N+](=O)[O-]	-5	102	24	20	102	6.1	0	2.3	.
O=C1C2CCCN2C(=O)N1CCCN1CCN(c2cccc(Cl)c2)CC1 (configuration not stated)	-1	102	31	-1	101	0.5	-1	0.4	-15
Nc1c(N(CCO)C(=O)/C=C/c2ccco2)c(=O)[nH]c(=O)n1Cc1ccccc1	-4	61	11	12	50*[inhibitor]	-0.7	-4	-0.6	24
Cc1cc(NC(=O)c2cccc(S(=O)(=O)N3CCC(C)CC3)c2)no1	-1	99	23	-7	101	1.8	1	-1.6	31
CC1CN=C2C(C(=O)Nc3ccccc3)=C(O)CC(c3ccccc3)N21 (configuration not stated)	-12	100	26	-6	115	-0.3	-1	-1.2	12
CC1(C)CC(NS(=O)(=O)OCC(Cl)(Cl)Cl)c2cc(C#N)ccc2O1 (configuration not stated)	-4	97	2	-4	101	3.0	1	-1.1	10
COCC(=O)N/N=C/c1c(C)[nH]n(-c2ccccc2)c1=O	-6	103	-8	-10	101	-0.5	0	0.6	2
N#Cc1nc(N2CCOCC2)nc(N2CCOCC2)n1	2	95	10	-15	94	1.4	-7	0.5	6
COc1cc(/C=N/Nc2nn3cnnc3c3ccccc23)ccc1O	-4	103	5	-1	92	0.2	-1	-1.1	-109
CCOC(=O)CNC(=O)C12CC3CC(C1)CC(c1ccc(C)cc1)(C3)C2	-7	99	11	1	103	-1.9	0	-2.8	35
CCOC(=O)CC(NC(=O)Cn1nnc(-c2ccccc2F)n1)c1ccc(OC)cc1 (configuration not stated)	-2	109	35	4	108	9.2	5	8.6	-14
CN(C)CCCNc1nc2sc3c(c2c(=O)n1CCc1ccccc1)CCCCC3	-5	183*	4	29*	111	5.9	49	9.0	49
O=C(CCC(=O)OCc1ccc([N+](=O)[O-])cc1Cl)Nc1ccccc1	1	104	15	-1	102	-0.2	5	-1.1	14
COC(=O)Cc1c(C)nc2nc(NCc3ccccc3OC)[nH]n2c1=O	-2	110	-1	-4	106	-0.1	15	0.7	-1
CCC(=O)Nc1nc(=S)ss1	9	108	-2	1	100	0.3	2	-0.2	44
CCCSC1=C(C#N)C(c2cccs2)CC(=O)N1 (configuration not stated)	-6	99	.	0	99	1.6	2	1.5	36
O=C(NC(=S)Nc1ccc(Cl)cn1)c1cccs1	0	108	17	-7	107	-0.1	15	-1.6	39
CCc1nc2ccccc2c(C(=O)NCc2ccc(OC)cc2)c1C	-5	104	0	-6	101	0.6	0	0.4	-14
CCCCNC(=O)CNC(=S)N(Cc1ccccc1)Cc1cccs1	-1	98	-1	-3	101	0.7	0	-1.7	4
COCCn1c(=S)[nH]c2cc(C(=O)NC(C)C)ccc2c1=O	-5	94	-1	7	101	0.2	0	0.0	-6
